# BRCA1 expr act = BRCA1 expression activation. hit rate 1.1% among 380,000. Potency, µM (top dose mostly 46.1 µM), without a hit: top-dose activation, usual class: activators. MCF7-BRCA1-FFLuc reporter, luminescence, 48 h; response scale: scaled: vehicle 0%, 10 µM genistein 100%; also: potency is read from the fitted curve at half-maximal effect; nearly all actives have a fitted effect of over 80% in size; some results filed as inactive show a strong effect at the top dose
#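 Reporter cells (MCF7, BRCA1 promoter-firefly luciferase) received library compounds across a concentration series for 48 h. End-point luminescence was measured and concentration-effect curves derived after normalization.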
# ELG1 genotoxic = induces genotoxicity in HEK293T cells with luciferase-tagged ELG1; HEK293T ELG1-luciferase reporter, luminescence, 16 h; Potency, µM (titrated, usually from 46 µM), for inactives: top-dose activity change, positive = activation, hits mostly activators; hit rate 1.3% among 330,000; AID 504466; also: potency is read from the fitted curve at half-maximal effect; % of control where 0% means no effect; nearly all actives have a fitted effect of over 60% in size
#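 Genotoxicity was scored as increased ELG1-luciferase reporter signal, measured by ONE-Glo luminescence (30 min, room temperature). Compound or vehicle exposure of the HEK293T reporter cells lasted 16 hr at 37°C.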
# Eya2 inh = Eya2 (human) phosphatase inhibition; AID 488837; Potency, µM (titrated, usually from 76.9 µM), inactives show at the highest dose activity, negative = inhibition, hits mostly inhibitors; hit rate 0.006% among 330,000; O00167; recombinant Eya2, OMFP fluorescence dephosphorylation (OMFP is methylfluorescein phosphate); also: potency is read from the fitted curve at half-maximal effect; % is scaled to controls: 0 for no effect and ±100 for the full control effect
#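 Eya2 (0.2 uM) preincubated 10 min at ambient with compound, then OMFP substrate added at 50 uM; 10 min reaction in 50 mM HEPES pH 7.5, 50 mM NaCl, 5 uM MgCl2, 0.05% BSA, 1 mM DTT. Fluorescence read at Ex 485/Em 525 nm.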
# B2AR arrestin = agonists driving beta-arrestin recruitment to human beta2-adrenergic receptor; beta-arrestin recruitment to beta2AR, cell-based reporter; hit rate 0.02% among 330,000; P07550; AID 492947; Potency, µM (series often up to 46.1 µM), for the others: at the top dose activation, most hits filed as activators;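 also: potency is read from the fitted curve at half-maximal effect; 0% = DMSO controls and full agonism = EC100 isoproterenol or metaproterenol; nearly all actives have a fitted effect of over 65% in size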
# USP2a inh = inhibitors of human ubiquitin-specific protease USP2a | USP2 core, Ub-CHOP2 coupled fluorogenic reporter, 485/531 | O75604 | Potency, µM (top dose mostly 38.3 µM), without a hit: at the highest dose activity change, negative = inhibition, hits mostly inhibitors | hit rate 0.01% among 330,000;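 also: potency is read from the fitted curve at half-maximal effect; plate controls were DMSO wells for no effect and full inhibition by NEM control for full effect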
# Target sequence (O75604 whole entry, looked up): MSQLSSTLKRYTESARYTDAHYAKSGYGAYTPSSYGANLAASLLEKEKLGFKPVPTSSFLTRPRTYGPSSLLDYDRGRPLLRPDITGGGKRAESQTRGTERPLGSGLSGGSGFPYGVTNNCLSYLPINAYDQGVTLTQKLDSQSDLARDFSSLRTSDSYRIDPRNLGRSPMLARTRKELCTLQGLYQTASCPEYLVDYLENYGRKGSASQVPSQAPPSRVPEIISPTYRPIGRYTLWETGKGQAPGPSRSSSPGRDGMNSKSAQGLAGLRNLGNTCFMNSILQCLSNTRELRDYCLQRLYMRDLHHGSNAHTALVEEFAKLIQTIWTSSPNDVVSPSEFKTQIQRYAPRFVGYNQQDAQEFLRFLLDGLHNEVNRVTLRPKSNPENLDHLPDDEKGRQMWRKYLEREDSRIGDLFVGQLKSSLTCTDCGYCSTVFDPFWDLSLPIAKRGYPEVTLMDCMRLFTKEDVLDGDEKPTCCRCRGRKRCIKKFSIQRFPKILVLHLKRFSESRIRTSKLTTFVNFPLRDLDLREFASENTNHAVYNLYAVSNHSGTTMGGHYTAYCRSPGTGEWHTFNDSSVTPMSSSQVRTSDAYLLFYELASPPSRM
#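 Deubiquitinase activity read as fluorescence (485/531 nm) after Ub-CHOP2 cleavage activates the enterokinase reporter on its substrate; USP2 core 10nM, Ub-CHOP2 and substrate 25nM each, 30min compound preincubation then 60min RT; data normalized to NEM, curves fitted.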
# Integrin act MD = integrin-mediated muscular dystrophy alleviation activation. alpha7betagal myoblasts, beta-gal FDG fluorescence, 48 h. Potency, µM (top dose mostly 38.3 µM), for the others: top-dose activation, usual class: activators. hit rate 0.064% among 350,000. AID 624291;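 also: potency is read from the fitted curve at half-maximal effect; 100% = response of the positive control SU9516; nearly all actives have a fitted effect of over 60% in size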
#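 Alpha7betagal+/- myoblasts (passage 13) were plated 16-24 hr, then exposed to compounds (1:260 dilution of DMSO stock) for 48 hours at 37C. After MPER lysis, β-galactosidase reporter activity was read as FDG fluorescence (ex 480/em 540) after 30 minutes.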
# ASM inhibitor = human S-ASM enzyme inhibition | P17405 | Potency, µM (highest dose often 57.5 µM), inactives show at the top dose activity change, negative = inhibition, actives largely listed as inhibitors | placental ASM, HMU-PC fluorogenic substrate, 60 min | hit rate 0.006% among 340,000; also: potency is read from the fitted curve at half-maximal effect
#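 Fluorogenic HMU-PC substrate (9 uM final) is turned over by placental ASM in 60 min at 37 C after a 10 min compound preincubation. Reaction ended by alkaline stop (pH 10), with fluorescence read at 386/447 nm.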
# PTAP TSG101 blk = blocks PTAP/TSG101 interaction to inhibit HIV-1 budding | Potency, µM (top dose mostly 115 µM), for the others: top-dose activity change, negative = inhibition, actives largely listed as inhibitors | 340,000 tested, under 10 active | AID 493005 | Q99816 | Fluorescence polarization, FITC-PTAP peptide / Tsg101 binding; active = well fitted inhibition curve with a large enough effect in the main read-out, with a control signal flat, not every such curve was filed as active; inconclusive = small, poorly fitted or top-dose-only effect, or effect the other way, or a change in a side signal; inactive = no such curve, though single readings can be large or run the other way; also: potency is read from the fitted curve at half-maximal effect; % of control where 0% means no effect
# Target sequence (Q99816 whole entry, looked up): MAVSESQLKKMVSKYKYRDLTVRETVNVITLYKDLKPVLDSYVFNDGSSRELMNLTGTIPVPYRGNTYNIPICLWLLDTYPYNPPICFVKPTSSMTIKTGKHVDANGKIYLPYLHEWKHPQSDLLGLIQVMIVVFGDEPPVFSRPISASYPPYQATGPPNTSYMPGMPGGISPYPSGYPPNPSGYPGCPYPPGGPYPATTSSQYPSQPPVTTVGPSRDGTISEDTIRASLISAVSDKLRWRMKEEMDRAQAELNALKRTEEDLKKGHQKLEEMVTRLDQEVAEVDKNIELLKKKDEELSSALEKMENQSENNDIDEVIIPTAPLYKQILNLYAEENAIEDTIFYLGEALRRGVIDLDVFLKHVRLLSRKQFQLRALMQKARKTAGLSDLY
#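 FP read-out: FITC-PTAP peptide, 50 nM final, binding Tsg101 binding domain, 10 uM final; 20 min, r.t.; 10 mM HEPES pH 7.5, 0.15 M NaCl, 0.01% Tween 20, 3 mM EDTA, 0.1 mM TCEP.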
# TRPV1 agonist = human TRPV1 agonism. Q8NER1. TRPV1-expressing cells, Fluo-8 calcium influx, agonist mode. activation, % at 8.33 µM. hit rate 0.19% among 320,000. AID 540275; in the data active = activation above about 80%; inconclusive = between about 30% and that limit; also: 0% is about no effect
#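 Fluo-8 calcium influx in TRPV1-expressing cells, kinetic read (ex 480/em 520 nm). Compound added and read 3 min for agonist activity, followed by capsaicin at EC20 final and 2 min further read for enhancement.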
# p53 reactivation = restores transcriptional activity of mutant p53 | H1299 p53-A138V BP100-luciferase reporter, luminescence, 24 h | Potency, µM (doses to about 92.2 µM), without a hit: top-dose activity change, positive = activation, hits mostly activators | hit rate 0.063% among 320,000; also: potency is read from the fitted curve at half-maximal effect; % of control where 0% means no effect; nearly all actives have a fitted effect of over 45% in size
#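 H1299 (p53-null), stable ts p53-A138V + BP100-Luc; 1000 cells/well, Opti-MEM/10% FBS; cpd 4 pt, 1:5; 24 h, 37 deg C, 5% CO2; detection reagent 10 min RT; luminescence.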
# uPA generation = cell surface uPA generation inhibition; cell surface uPA generation assay, qHTS; Potency, µM (top dose mostly 38.3 µM), for inactives: top-dose activity change, negative = inhibition, actives largely listed as inhibitors; hit rate 0.31% among 330,000; AID 540303; active = well fitted inhibition curve with a large enough effect; inconclusive = small, poorly fitted or top-dose-only effect; inactive = no such curve, though single readings can be large or run the other way; tested in mouse RAW 264.7 cells; also: potency is read from the fitted curve at half-maximal effect; % is scaled to controls: 0 for no effect and ±100 for the full control effect; nearly all actives have a fitted effect of over 55% in size
# * marks the source's active call; other numbers are inactive results; ? = inconclusive; nt = not tested or not shown; [ ] = dose if it differs, or a comment. Unless noted, calls follow the shape of the dose curve; as a rule, active = well fitted curve in the direction sought with a large enough effect; inconclusive = small, poorly fitted or top-dose-only effect, or another doubt; inactive = no such curve, though single readings can be large; an effect the other way counts as inactive or inconclusive. Random draw from the library (roughly 2.6% active in at least one column).
SMILES,BRCA1 expr act,ELG1 genotoxic,Eya2 inh,B2AR arrestin,USP2a inh,Integrin act MD,ASM inhibitor,PTAP TSG101 blk,TRPV1 agonist,p53 reactivation,uPA generation
CN1CCN(C(=O)C2CCC(C)(C(=O)O)C2(C)C)CC1 (centres undefined),14%,1%,-5%,-0.5%,2%,8%,7%,-1%,-2,-2%,-2%
COc1ccccc1C1CCN(Cc2ccccc2Cl)CC1,-20%,-4%,-15%,-0.6%,-1%,-37%,0%,0%,4,-2%,4%
COc1ccc(C(=O)O)cc1S(=O)(=O)N(C)CCc1ccccn1,1%,0%,1%,-0.3%,-1%,33%,3%,-6%,-1,-1%,4%
Cc1cc(N/N=C(/CCC(=O)O)C(=O)O)nc2ccccc12,-17%,-1%,0%,-0.1%,0%,0%,2%,-6%,2,2%,6%
CCc1cccc(CC)c1NC(=O)CSc1nnc(CCC(=O)O)c(=O)[nH]1,0%,4%,-23%,-0.1%,10%,-4%,-2%,0%,-3,3%,1%
CC1COc2ccccc2N1C(=O)c1ccc(F)cc1 (centres undefined),-20%,1%,1%,-0.1%,6%,-1%,8%,-2%,6,-2%,8%
Cc1nn(-c2ccccc2)c2sc(C(=O)OCN3C(=O)c4ccccc4C3=O)cc12,nt,0%,-13%,-0.1%,1%,nt,nt,nt,1,-2%,nt
O=c1[nH]c(=O)n(C2CC(O)C(CO)O2)cc1Br (centres undefined),-70%,nt,nt,nt,nt,12%,2%,-3%,nt,nt,4%
Cc1ccc(-c2cc(C(=O)NCCN3CCOCC3)no2)cc1,29%,6%,9%,-0.1%,-3%,-14%,-1%,-6%,9,-5%,-11%
Cc1cccn2cc(CCNS(=O)(=O)c3cccs3)nc12,5%,4%,0%,-0.8%,12%,17%,-2%,-9%,1,7%,1%
CSc1nc(=S)n(-c2cc(C)ccc2C)c(C)c1C(C)=O,27%,-4%,11%,-0.2%,-1%,-10%,0%,-3%,2,-9%,6%
CCc1cccc(NC(=O)C2CCN(S(=O)(=O)c3ccc4c(c3)CC(C)N4C(C)=O)CC2)c1 (centres undefined),-27%,-5%,-2%,-0.5%,-1%,-9%,-4%,-4%,-1,9%,-19%

# Fetched by compound from the entries so far:
SMILES,BRCA1 expr act,ELG1 genotoxic,Eya2 inh,B2AR arrestin,USP2a inh,Integrin act MD,ASM inhibitor,PTAP TSG101 blk,TRPV1 agonist,p53 reactivation,uPA generation
CSc1nc(=S)n(-c2cc(C)ccc2C)c(C)c1C(C)=O,27%,-4%,11%,-0.2%,-1%,-10%,0%,-3%,2,-9%,6%
O=c1[nH]c(=O)n(C2CC(O)C(CO)O2)cc1Br (centres undefined),-70%,nt,nt,nt,nt,12%,2%,-3%,nt,nt,4%
COc1ccccc1C1CCN(Cc2ccccc2Cl)CC1,-20%,-4%,-15%,-0.6%,-1%,-37%,0%,0%,4,-2%,4%
Cc1nn(-c2ccccc2)c2sc(C(=O)OCN3C(=O)c4ccccc4C3=O)cc12,nt,0%,-13%,-0.1%,1%,nt,nt,nt,1,-2%,nt
Cc1cc(N/N=C(/CCC(=O)O)C(=O)O)nc2ccccc12,-17%,-1%,0%,-0.1%,0%,0%,2%,-6%,2,2%,6%

# More results follow.
SMILES,BRCA1 expr act,ELG1 genotoxic,Eya2 inh,B2AR arrestin,USP2a inh,Integrin act MD,ASM inhibitor,PTAP TSG101 blk,TRPV1 agonist,p53 reactivation,uPA generation
Cn1nc(C(=O)N2CCOCC2)c2ccccc2c1=O,6%,-2%,-2%,0.2%,0%,3%,3%,-4%,nt,2%,1%
CC(=O)NC(CC(=O)NCCc1ccccc1)c1ccccc1 (centres undefined),5%,0%,-5%,-0.7%,-1%,-7%,4%,-2%,1,3%,6%
COc1ccc(/C(O)=C2\C(=O)C(=O)N(CC3CCCO3)C2c2cc(OC)ccc2OC)cc1 (centres undefined),-19%,3%,14%,0.6%,2%,?,-2%,1%,-1,2%,5%
Cc1ccc(-c2cc(-c3ccccc3C)[nH]n2)c(O)c1,30%,?,-15%,0.1%,-15%,1%,-16%,-5%,-1,?,12%
NCCNC(=O)c1c(O)c2cccc3c2n(c1=O)CCC3,-41%,0%,-7%,-1.2%,1%,-43%[inhibitor],-3%,-2%,8,9%,1%
COc1ccc(CCNC(=O)CCn2c(=O)[nH]c3cc(OC)c(OC)cc3c2=O)cc1OC,1%,3%,0%,-0.4%,0%,1%,11%,1%,0,-7%,-3%
O=C(CCc1ccc(S(=O)(=O)NCCc2ccccc2)cc1)N1CCN(Cc2ccc3c(c2)OCO3)CC1,nt,-19%,-20%,0.5%,2%,nt,nt,nt,4,1%,nt
CC(=O)Nc1ccc(CN(C)CC2CCCN(CCc3cccc(C(F)(F)F)c3)C2)cc1 (centres undefined),-54%,0%,-4%,-0.9%,-1%,-55%[inhibitor],-1%,-3%,6,nt,2%
COc1ccc(/C(N)=N/OC(=O)CSc2ccc(C)cc2)cc1OC,1%,4%,-1%,-0.9%,1%,-9%,-2%,0%,3,10%,nt
CSCc1c(C(=O)Nc2ccc3c(c2)OCO3)oc2ccccc12,27%,11%,-4%,-0.1%,0%,-9%,-7%,0%,?,14%,1%
O=C(CNC(=O)C1CCCCC1)Nc1cc(Cl)ccc1Cl,-1%,-2%,2%,0.0%,0%,22%,0%,-4%,10,5%,7%
CC(NC(=O)c1cncc(Br)c1)c1ccc(S(N)(=O)=O)cc1 (centres undefined),10%,-1%,-1%,0.4%,4%,14%,-2%,-8%,-1,-7%,1%
COc1ccc(CNS(=O)(=O)c2ccc(OC)cc2)cc1,29%,-1%,11%,-0.1%,1%,13%,-1%,0%,3,-5%,4%
CCCNCc1cc(Br)ccc1OCC(=O)NCCc1ccccc1,-37%,-3%,-4%,-1.1%,2%,?,1%,0%,1,-20%,-7%
NC(=O)c1nsc(C(=O)N(Cc2cccnc2)C(C(=O)NCc2ccccc2)c2ccc(O)cc2)c1N (centres undefined),-13%,-2%,2%,0.2%,2%,24%,26%,-1%,0,-6%,-2%
COc1ccccc1N(Cc1ccccc1)S(=O)(=O)c1cccc(C(=O)Nc2ncccc2C)c1,-64%,-3%,6%,0.1%,1%,30%,-2%,2%,4,-12%,-15%
Cc1noc(C)c1C(=O)N1CCN(Cc2ccccc2)CC1,6%,2%,5%,-0.5%,2%,-6%,2%,-1%,3,1%,2%
O=C1C2CCCN2C(c2ccc(F)cc2)N1c1cccc(Cl)c1 (centres undefined),-1%,3%,7%,-0.8%,3%,3%,-7%,-2%,1,4%,1%
O=C(NCCCN1CCCC1)C1CCC(=O)N1C1CCCCC1 (centres undefined),14%,3%,1%,-0.5%,3%,4%,-3%,-3%,0,-1%,5%
COc1ccc(NC(=O)Nc2ccccc2F)cc1Cl,?,5.2µM*,1%,0.6%,5%,5%,-1%,-1%,17,4%,-3%
O=C(Oc1cncc(Cl)c1)c1sccc1Cl,0%,nt,nt,nt,nt,-3%,-4%,2%,nt,nt,1%
COc1ccc(-c2csc3ncnc(N4CCN(c5ccccc5O)CC4)c23)cc1,-72%,-6%,-8%,-0.4%,-3%,12%,-8%,1%,?,0%,12%
CSc1ccc(NC(=O)NCc2ccccc2)cc1,-57%,?,6%,0.4%,-2%,14%,3%,-9%,?,8%,3%
Cc1ccc(CNn2cnnc2SCc2ccc(F)cc2)cc1,-15%,-5%,0%,0.1%,2%,-22%,-2%,-9%,?,-13%,nt
Cc1csc(NC(=O)CCC(=O)N(CC(=O)NC2CCCC2)Cc2ccccc2)n1,-31%,-6%,8%,0.0%,-1%,-51%,-2%,?,5,-11%,4%
CCOC(=O)c1c(C)[nH]c(C)c1C(=O)COC(=O)c1cccc(S(=O)(=O)N(CC)CC)c1,-26%,-6%,-10%,-0.4%,-5%,-6%,-6%,-3%,-4,0%,-1%
CCOC(=O)C1CCCN(C(=O)c2cn(C)c(=O)c3cc(OC)c(OC)cc23)C1 (centres undefined),-9%,0%,-27%,-0.7%,2%,-1%,1%,-2%,-1,5%,10%

# Screens: PubChem BioAssay, National Center for Advancing Translational Sciences (NCATS)
